Mdm2 ligase inh: blocks human Mdm2 ubiquitin ligase activity; cell-based MDM2 ubiquitination luciferase reporter, 2 h; 0 = plate control, 100 = twice control, blank-subtracted; signal enhancement, % at 5 µM; 210,000 tested, 0.11% active; Q00987;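 active means signal enhancement of 30% or more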;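 further: luminescence tracks abundance of the self-degrading MDM2-luciferase fusion protein; higher signal means inhibition of MDM2 E3 ligase activity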
Target sequence (Q00987 whole entry, looked up, the tested form may be a part): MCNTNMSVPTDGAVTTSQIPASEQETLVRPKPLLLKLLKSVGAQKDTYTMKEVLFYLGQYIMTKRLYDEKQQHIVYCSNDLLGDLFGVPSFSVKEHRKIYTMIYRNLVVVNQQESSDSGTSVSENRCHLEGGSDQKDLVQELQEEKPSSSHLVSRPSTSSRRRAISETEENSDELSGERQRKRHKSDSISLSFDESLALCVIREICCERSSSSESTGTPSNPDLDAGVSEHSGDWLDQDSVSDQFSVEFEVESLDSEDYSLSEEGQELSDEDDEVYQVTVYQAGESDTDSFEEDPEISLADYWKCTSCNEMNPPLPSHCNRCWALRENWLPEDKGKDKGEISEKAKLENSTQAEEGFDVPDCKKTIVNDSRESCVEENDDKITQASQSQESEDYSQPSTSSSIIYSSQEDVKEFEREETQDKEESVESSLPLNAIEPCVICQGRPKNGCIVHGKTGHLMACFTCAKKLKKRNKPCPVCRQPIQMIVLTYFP
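test system = mammalian cells stably expressing self-ubiquitinating, self-degrading MDM2 E3–luciferase fusion | quantity = 2000 cells/well | incubation = cell settling 4 h, compound treatment 2 h, both 37 °C | signal = luminescence with SteadyLite reagent, 15 min at room temperature | evaluation = % enhancement relative to plate controls after blank subtraction | benchmarks = plate controls and plate blanks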
EBV gp42 block: inhibitors of Epstein-Barr virus glycoprotein 42 | Fluorescence polarization binding assay, mP read-out | inhibition, % (tested at 21.74 µM) | 220,000 tested, 0.42% active; in the data active means inhibition above about 50%
zfTRPN1 agonist: agonists of zebrafish TRPN1 channel; AID 1424; 220,000 tested, 0.18% active; HEK293 zebrafish TRPN1-YFP, Fluo-8 calcium fluorescence; 100% = response to 87 µM carbachol; activation, % at 3 µM;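 active means activation above its plate's cutoff, the mean activation of test wells on that plate plus 3 SD, cut at about 19% in these data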;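 further: 0% = DMSO alone and 100% = 87 µM carbachol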
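Assay system: Zebrafish TRPN1-YFP in HEK293 cells | Incubation: Dye loading 1 h at 37 °C, then 30 min room temperature | Measured by: Kinetic Fluo-8 fluorescence, ex 470-495, em 515-575 nm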
p47phox inh: inhibitors of human p47phox binding; p47phox/p22phox peptide binding, fluorescence polarization, 2 h; 220,000 tested, 0.53% active; P14598; inhibition, % at 24.7 µM;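 active means inhibition above about 30%, limit read from the data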;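 further: 0% = p47phox with labelled peptide and 100% = labelled peptide alone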
TRPML3 agonist: human mucolipin-3 channel agonism; Q8TDD5; HEK293 TRPML3-YFP, Fluo-8 calcium fluorescence; 100% = the carbachol control signal; activation, % at 3 µM; 220,000 tested, 0.29% active; AID 1448;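 active means activation above its plate's cutoff, the mean activation of the plate's test wells plus 3 SD, cut at about 12% in these data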;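 further: 0% = DMSO only wells and 100% = carbachol wells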
Target sequence (Q8TDD5 whole entry, looked up): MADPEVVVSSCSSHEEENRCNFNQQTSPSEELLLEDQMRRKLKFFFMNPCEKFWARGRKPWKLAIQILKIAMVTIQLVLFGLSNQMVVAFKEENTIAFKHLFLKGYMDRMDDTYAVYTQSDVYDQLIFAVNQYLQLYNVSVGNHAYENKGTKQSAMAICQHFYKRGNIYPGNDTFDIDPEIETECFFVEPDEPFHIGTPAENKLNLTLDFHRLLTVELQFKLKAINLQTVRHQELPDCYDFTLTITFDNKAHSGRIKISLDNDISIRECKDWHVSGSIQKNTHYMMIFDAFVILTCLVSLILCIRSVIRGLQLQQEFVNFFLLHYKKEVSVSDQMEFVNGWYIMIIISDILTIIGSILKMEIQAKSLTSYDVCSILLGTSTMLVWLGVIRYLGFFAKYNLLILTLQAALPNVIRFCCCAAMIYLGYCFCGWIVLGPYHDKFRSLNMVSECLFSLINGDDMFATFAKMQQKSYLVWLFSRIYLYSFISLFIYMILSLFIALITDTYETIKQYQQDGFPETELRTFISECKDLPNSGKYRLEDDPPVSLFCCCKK
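Test system – HEK293 line with stable expression of human TRPML3-YFP channel · Control set – carbachol 87 µM final as high control (100%), DMSO as low control (0%) · Signal – Fluo-8 calcium dye fluorescence, ex 470-495, em 515-575 nm · Incubation – 1-h 37 °C dye load, 5-s basal, 120-s post-compound reads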
CHOP inhibitor: blocks CHOP induction under ER stress | CHO-K1 CHOP-promoter luciferase, tunicamycin-induced, 15-18 h | inhibition, % at 10 µM | 220,000 tested, 3.8% active | AID 2732;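 active means compounds that reduced the stress-induced luciferase reporter signal by more than about 70% of percent inhibition, limit read from the data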;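 further: 0% = tunicamycin plus vehicle and 100% = wells without tunicamycin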
PPC-1+TRAIL kill: compounds killing PPC-1 cancer cells with TRAIL present (potentiator screen, no TRAIL-free arm) | PPC-1 cells + TRAIL, ATPLite viability luminescence | cell killing (% activity), % at 4 µM | AID 1443 | 220,000 tested, 0.41% active;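 active means cell killing above 50% in the first pass at 4 µM, then a duplicate retest at 5 µM averaging 50% or more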;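 further: plate controls were cells with TRAIL plus DMSO for no effect and medium-only wells lacking cells for full effect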
TNF necrop inh: blocks TNF-alpha induced death of Jurkat FADD-/- cells; Jurkat FADD-/- TNF necroptosis rescue, ATP luminescence, 24 h; 0 = TNF only, 100 = no-TNF cells; activation (protection from cell death), % at 10 µM; 220,000 tested, 0.068% active;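 active means activation, meaning protection from cell death, of at least 50% relative to plate controls; inactive means activation below 50%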;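 further: necroptosis triggered by 40 ng/mL TNF-alpha added together with compound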
Runt-SMMHC FRET: inhibitors of human RUNX1 Runt domain binding to CBFb-SMMHC; Q01196+Q13951; 220,000 tested, 0.74% active; inhibition, % at 20 µM; Cerulean-Runt/Venus-CBFb-SMMHC FRET ratio 530/480, 1 h;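 active means mean inhibition across duplicate retests at 20 µM reaching about 50%, limit read from the data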;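 further: 0% = DMSO wells and 100% = wells with excess untagged CBFb-SMMHC; inhibitors lower the FRET ratio by blocking Runt binding to CBFb-SMMHC; some results filed as inactive read as strong as hits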
* hit, by the source's call; x = no result given.

Compound	Mdm2 ligase inh	EBV gp42 block	zfTRPN1 agonist	p47phox inh	TRPML3 agonist	CHOP inhibitor	PPC-1+TRAIL kill	TNF necrop inh	Runt-SMMHC FRET
CSc1nnc([C@@H](NC(=O)OC(C)(C)C)C(C)C)o1	-15	-16	-1.4	-1	0.5	17	7	-3.2	2
Cc1c(NC(=O)C(C)N2C(=O)C3CCCCC3C2=O)c(=O)n(-c2ccccc2)n1C (centres undefined)	-12	-2	2.1	7	0.8	10	4	-0.1	-1
CCOC(=O)c1c(C)[nH]c(C)c1C(=O)CSc1nc2ccccc2c(=O)n1-c1ccc(Cl)cc1	-1	-21	-0.7	-23	0.4	22	4	1.8	3
C#CCNC(=O)C1=C[C@@H](c2csc3ccccc23)C[C@@H](OCc2ccc(CO)cc2)O1	x	-7	0.6	x	0.7	31	13	-0.4	-2
COc1ccc(S(=O)(=O)NC2CCCC2)cc1Br	-16	-20	-0.7	-11	0.4	65	24	0.3	2
CCCCCOC(=O)C1=C(C)N(C)C(=O)NC1c1cc(Br)c(O)c(OC)c1 (centres undefined)	-4	9	-0.7	2	-0.5	51	14	-1.9	-2
Cc1ccc(-c2ccc(/C=N\NC(=O)c3cc4c(ccc5ccccc54)o3)o2)cc1[N+](=O)[O-]	-12	-26	-0.3	39*	1.3	-20	3	-23	-8
COc1ccc(C2=NC(=O)NC2c2ccc(OC)cc2)cc1 (centres undefined)	-5	-23	0.8	-12	0.4	24	-13	-1.3	1
CN(C)c1ccc(/C=C(\C#N)C(=O)c2ccccc2)cc1	2	-70	58*	52*	38*	-25	8	-12	-1
COc1ccc(N(C)C(=O)Cc2c(C(=O)O)[nH]c3ccccc23)cc1	-3	-14	-0.1	-5	0.8	3	-7	0.8	-2
CCOC(=O)N1CCN(c2ncnc3c2[nH]c2ccc(OC)cc23)CC1	-9	-9	0.6	-17	-0.7	28	18	0.0	-2
FC(F)(F)c1cc(-c2ccc(Cl)cc2)nc2ncnn12	-15	-4	-2.2	-7	0.5	40	9	-0.7	1
c1ccn2c(SCc3ccc4c(c3)OCCO4)nnc2c1	x	x	-0.1	x	0.2	x	7	-1.2	-8
CCn1c(SCc2cccc(C)c2)nnc1-c1ccc(C)cc1	-11	2	4.6	-4	-0.3	24	-19	-1.5	1
CCCn1c(=S)[nH]c2cc(OC)c(OC)cc2c1=O	-6	-4	-0.4	-6	0.4	1	11	0.2	-1
COC(=O)c1ccsc1-n1cc(C#N)c(=O)n(C)c1=O	6	-6	0.1	-6	0.8	-2	18	-1.1	-2
OCCC1CN(Cc2nc(-c3ccc(F)cc3)cs2)CCN1CCc1ccccc1 (centres undefined)	-8	4	4.2	-2	0.9	24	-2	-1.1	-3
Cc1cc(C(=O)CSc2nc3ccccc3c(=O)n2C)c(C)n1Cc1ccc2c(c1)OCO2	-4	-25	0.4	-49	-0.3	79*	-4	-10	-6
Cc1ccc(NC(=S)NC2CC3CCCC(C2)N3Cc2cccs2)cc1 (centres undefined)	-16	1	-2.6	-7	-0.4	-25	12	-11	2
Cc1ccc(SCC(=O)Nc2ccc3c(c2)C(=O)NC3=O)cc1	-10	5	1.6	-5	-0.2	19	-1	-0.2	-2
Nc1ncnc2c1ncn2[C@H]1C[C@H](O)[C@@H](CO)O1	7	-14	2.0	-14	0.9	-18	-11	0.8	0
CC(=O)c1cccc(NC(=O)c2ccc3c(=O)n4c(nc3c2)CCCCC4)c1	-19	-11	4.2	-5	1.0	-38	29	-4.5	-1
COC(=O)c1ccc(C(C(=O)NC2CCCCC2)N(Cc2ccccc2)C(=O)Cc2cccs2)cc1 (centres undefined)	-8	-20	-2.8	5	0.5	-5	5	-0.9	0
O=C1C2C(C(=O)N1/N=C/c1ccco1)C1C=CC2C12CC2 (centres undefined)	-9	0	-0.9	-7	-0.2	-8	24	-3.2	1
COc1ccc(NC(=S)N(CCN2CCCCC2)Cc2ccco2)cc1	-9	-13	-0.7	-17	0.5	-9	2	1.3	1
O=C(c1ccccc1)c1cccc(NC(=O)c2ccco2)c1	-7	9	0.4	-7	0.8	10	-8	0.9	6
C=CCn1c(Cc2csc(N)n2)nnc1SCC(=O)Nc1ccccc1C(F)(F)F	16	-3	-0.4	-39	0.0	30	-28	1.1	-1
O=C(Nc1ccc2c(c1)oc1ccccc12)c1cccnc1	-14	-7	0.7	-8	1.2	9	-6	2.8	0
CCOc1ccc(NC2c3ccccc3C(=O)N2Cc2ccc3c(c2)OCO3)cc1 (centres undefined)	-15	9	-2.8	-17	-1.5	44	3	3.5	1
Nc1c(-c2ccccc2)cnn1C1CCS(=O)(=O)C1 (centres undefined)	-12	-12	0.9	-4	0.5	-14	-6	0.6	-1

Whole records, quoted from the list. Order of values: Mdm2 ligase inh, EBV gp42 block, zfTRPN1 agonist, p47phox inh, TRPML3 agonist, CHOP inhibitor, PPC-1+TRAIL kill, TNF necrop inh, Runt-SMMHC FRET
CCCCCOC(=O)C1=C(C)N(C)C(=O)NC1c1cc(Br)c(O)c(OC)c1 (centres undefined) reads -4, 9, -0.7, 2, -0.5, 51, 14, -1.9, -2
Cc1ccc(SCC(=O)Nc2ccc3c(c2)C(=O)NC3=O)cc1 reads -10, 5, 1.6, -5, -0.2, 19, -1, -0.2, -2

More records.
Compound	Mdm2 ligase inh	EBV gp42 block	zfTRPN1 agonist	p47phox inh	TRPML3 agonist	CHOP inhibitor	PPC-1+TRAIL kill	TNF necrop inh	Runt-SMMHC FRET
O=C(C1=NN[C@@H]2C(=O)N(c3cccc(F)c3)C(=O)[C@H]12)C(c1ccccc1)c1ccccc1	-12	6	-1.0	-17	0.5	34	8	-0.2	1
Cc1ccc(C2Nc3ccccc3C(=O)N2Cc2ccco2)cc1 (centres undefined)	-15	-15	-0.5	-8	0.6	-31	14	-6.5	-2
O=C(OCCN1C(=O)c2ccccc2C1=O)c1cc2ccccc2o1	-17	-2	-0.8	2	0.7	40	18	-0.1	-1
O=c1c2cn[nH]c2nc(SCc2ccc3c(c2)OCCO3)n1-c1ccccc1	-32	-4	0.1	-4	0.6	32	11	-3.2	0
COc1ccc(CCNS(=O)(=O)c2cccc(C)c2)cc1OC	-14	-23	0.3	-1	-0.4	-8	11	0.9	1
CC1Cc2ccccc2N1C(=O)/C=C/c1cccc(F)c1 (centres undefined)	-5	-3	-1.8	-6	-0.9	29	1	2.5	0
Cc1ccccc1C(=O)NCc1ccncc1	-7	2	0.0	-8	-0.1	-16	-18	-2.7	2
COc1ccc(Cl)cc1C(=O)NCc1cnn(C)c1C	-5	-10	0.1	-14	-0.8	13	14	-0.1	4
CCOC(=O)/C(C#N)=C/c1cn(CCC(=O)O)nc1-c1ccc(F)cc1	-11	9	1.3	-6	0.6	-7	15	-1.0	-4
Cn1nnc2cc(NC(=O)N3CCN(c4ccccn4)CC3)ccc21	x	-15	-0.4	-9	0.0	-11	7	-1.5	-1
Cc1ccc(-c2noc(-c3ccccc3C(=O)NCC3CCCO3)n2)cc1 (centres undefined)	11	-14	-1.0	-7	0.5	35	33	-3.7	1
CNC(=O)CSc1nc2c(c(=O)n(C)c(=O)n2C)n1Cc1ccc(C)cc1	-7	-3	-0.3	-5	0.4	-21	-8	-4.9	-2
NC(=O)C1CCN(C(=O)CN2CCCc3ccccc32)CC1	-14	6	-1.1	11	1.0	21	15	-0.6	-9
O=C(OCc1nnc(-c2ccccc2)o1)c1cccnc1Cl	1	-15	0.8	1	0.8	35	-18	0.2	1
Cc1nnc(SCC(=O)Nc2nccs2)[nH]c1=O	13	-16	0.2	-18	0.2	19	25	0.8	1
Cc1cccc2sc(N(CCN(C)C)C(=O)/C=C/c3cccs3)nc12	-7	-8	1.0	-2	0.6	40	17	8.5	-1
COc1ccccc1-c1nnc(SC/C(O)=C(\C#N)c2nc3ccccc3[nH]2)n1C1CCCCC1	0	3	-0.2	-28	0.9	8	24	0.4	1
Cc1ccc(N(CC(=O)N=Nc2c(O)[nH]c3ccccc23)S(C)(=O)=O)c(C)c1	x	6	0.8	-7	0.8	9	-15	-0.5	2
Cc1cccc(NC(=O)CSc2nnc(Cn3nnc(-c4ccccc4)n3)n2-c2ccccc2)c1	-6	4	-1.0	-17	-0.2	78*	-1	-2.1	-1
CCNc1nc(Oc2ccc(C(=O)OCC)cc2)nc(SC)n1	-8	-23	-1.0	-20	-0.3	58	-4	-1.2	0
COC(=O)c1sc2ccc(C)cc2c1C(=O)OC	x	-6	-0.7	-5	-0.3	21	x	0.0	x
CC(/C=C/C1(O)C(C)CC(=O)CC1(C)C)OC1OC(CO)C(O)C(O)C1O (centres undefined)	-6	-17	-0.6	-13	1.1	14	-7	-0.1	1
O=C(NCc1cccs1)c1cccnc1SCCS(=O)(=O)c1ccc(C(F)(F)F)cn1	-4	-1	1.4	0	0.5	13	-8	4.4	0
O=C(CSc1ccc(-c2cccc([N+](=O)[O-])c2)nn1)N1CCCCCC1	3	-4	2.1	-3	1.1	39	-12	2.3	1
O=c1c([N+](=O)[O-])c(NCCN2CCCCCC2)c2ccccc2n1-c1ccccc1	-84	4	-0.3	-4	-0.6	26	2	0.5	9
COC(=O)C(C)(C)ONC(=O)Nc1ccc([N+](=O)[O-])cc1	-10	-1	0.6	-7	0.9	-4	12	0.9	0
NC(=O)c1ccc(NC(=O)c2cccc(Oc3ccccc3)c2)cc1	10	-4	-0.5	-4	0.1	9	-3	-1.5	-1
CNC(=O)/C(C#N)=C/c1cn(CC(=O)OC)c2ccccc12	-2	-5	-0.1	-37	0.6	2	2	-1.2	2
CCOC(=O)C1CCN(C(=O)/C=C/c2ccccc2OC)CC1	-4	2	-1.5	-11	-0.6	20	8	-0.6	-2
CCN1CCN(C(=S)c2ccc([N+](=O)[O-])cc2)CC1	-2	-1	0.6	-9	-0.7	-8	10	2.2	42
CN(C)C(=O)N1CCN(C(=O)N2CCOCC2)CC1	7	-16	0.6	-8	0.8	7	25	-0.3	-3
COC(=O)c1ccc(NC(=O)C2CCCO2)cc1 (centres undefined)	-22	-5	0.9	-7	0.5	15	6	-1.5	-6
CN(c1ccccc1C(=O)N1CCOCC1)S(C)(=O)=O	-2	-22	1.7	-18	0.7	-5	-2	-1.3	2
CCCCS(=O)(=O)Nc1ccc2cn[nH]c2c1	-3	-7	2.8	-5	0.9	11	18	0.9	-2
Cc1nc(SCC(=O)Nc2ccc(OCc3ccccc3)cc2)n[nH]1	-23	-17	5.0	-13	2.8	26	6	0.9	-7
CCOC(=O)/C(C#N)=C1/C=Nc2ccccc2N1	-1	-11	0.6	-10	0.2	6	-3	-0.1	-33
OCCNc1nc(-c2ccccc2)c2cc(Cl)ccc2n1	-3	7	1.0	-1	1.1	10	12	2.8	90*

Assay outcomes (PubChem)
